NPYLR7 agonist = agonists of mosquito NPYLR7 receptor, primary screen, cell-based, Aedes aegypti, calcium fluorescence, mosquito biting behavior; Aedes aegypti neuropeptide Y-like receptor 7 (NPYLR7); actives 0.15% (n = 270,000); AID 1259423, 2018; activation, % at 10 µM; HEK293T NPYLR7/Galpha15, GCaMP6s calcium fluorescence; in the data active = activation above about 40%;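 note: 0% = vehicle and 100% = reference agonist at the receptor; some compounds past the cut are filed as inactive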
mcGAS inh = cyclic GMP-AMP synthase inhibitors, mouse, primary biochemical chemiluminescence; recombinant cGAS, Kinase-Glo ATP depletion luminescence; inhibition, % at 12.5 µM; actives 0.15% (n = 160,000); AID 1259399, 2018;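 note: 0% = negative control wells and 100% = reference inhibitor with no enzyme activity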
hcGAS lum = Primary biochemical luminescence assay for human cyclic GMP-AMP synthase inhibitors. Q8N884. recombinant h-cGAS, ATP depletion, Kinase-Glo luminescence. inhibition, % at 12.5 µM. actives 0.081% (n = 290,000);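 note: 0% = vehicle reaction and 100% = reaction without DNA for no activity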
Target sequence (Q8N884 whole entry, looked up): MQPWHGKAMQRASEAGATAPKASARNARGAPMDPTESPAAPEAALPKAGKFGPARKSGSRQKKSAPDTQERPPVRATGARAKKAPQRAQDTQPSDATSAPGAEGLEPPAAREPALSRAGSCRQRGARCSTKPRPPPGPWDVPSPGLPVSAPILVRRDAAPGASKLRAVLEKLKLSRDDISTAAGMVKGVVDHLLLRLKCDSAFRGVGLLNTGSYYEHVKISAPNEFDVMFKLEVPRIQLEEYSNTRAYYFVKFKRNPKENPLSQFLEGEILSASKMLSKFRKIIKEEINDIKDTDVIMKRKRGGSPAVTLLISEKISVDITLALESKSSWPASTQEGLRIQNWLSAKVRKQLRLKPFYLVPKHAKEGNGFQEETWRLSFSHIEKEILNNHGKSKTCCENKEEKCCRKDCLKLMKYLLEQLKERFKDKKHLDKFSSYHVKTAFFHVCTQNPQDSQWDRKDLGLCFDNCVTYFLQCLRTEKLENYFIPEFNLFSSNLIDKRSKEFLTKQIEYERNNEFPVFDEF
* hit, by the source's call. Cut-off read from the data, not from the text of the source, unless noted: active = inhibition above about 40%; inactive = the rest.

Start of the data: the first 2 entries, ahead of the listing:
Cn1ncc(CN)c1C(F)(F)F was read as NPYLR7 agonist 20 and hcGAS lum -4.
CCCCN(CC(=O)N1CC(=O)N(c2cccc(C)c2)C1)C(=O)COc1ccc(Cl)cc1 was read as NPYLR7 agonist 5, mcGAS inh 4 and hcGAS lum 4.

Results, from the first entry:
Cn1ncc(CN)c1C(F)(F)F was read as NPYLR7 agonist 20 and hcGAS lum -4.
CCCCN(CC(=O)N1CC(=O)N(c2cccc(C)c2)C1)C(=O)COc1ccc(Cl)cc1 was read as NPYLR7 agonist 5, mcGAS inh 4 and hcGAS lum 4.
Screening CCc1ccc(NS(=O)(=O)c2ccsc2C(=O)OC)cc1 returned NPYLR7 agonist 1 and hcGAS lum 0.
CC(C)Oc1cccc(CN2CCC(C(C)N3CCOCC3)CC2)c1 (stereo unspecified) was read as mcGAS inh -5 and hcGAS lum -4.
Screening COC(=O)/C=C/c1cccc(N(Cc2ccc(-c3ccc(N(C)C)cc3)cc2)C(=O)C2CCCCC2)c1 returned NPYLR7 agonist -13 and hcGAS lum 8.
`Cc1ccc(CNC(=O)c2cc(Cl)c3c(c2)OCCO3)n1C` gave NPYLR7 agonist 9 and hcGAS lum -8.
For C#CCOc1ccccc1C1CC(=O)Nc2c1cnn2-c1ccccc1 (stereo unspecified) the results were NPYLR7 agonist 5, mcGAS inh -14 and hcGAS lum -6.
`CCc1sc(C(=O)Nc2ccccc2C(N)=O)cc1C` gave NPYLR7 agonist 2 and hcGAS lum -8.
COc1cc(C(=O)Nc2ccc(S(=O)(=O)Nc3nc(C)cc(C)n3)cc2)cc(OC)c1OC was read as NPYLR7 agonist 11, mcGAS inh -9 and hcGAS lum 5.
`Clc1ccc2nc(CSc3ccccn3)cn2c1` gave NPYLR7 agonist -2 and hcGAS lum -1.
Screening Cc1ccc(OCC(=O)N2CCC3(CC2)N=C(c2ccccc2)NC3=O)cc1 returned NPYLR7 agonist 4 and hcGAS lum -3.
CC(C)c1ccc(C2SCCN2C(=O)c2ccccc2F)cc1 (stereo unspecified) was read as NPYLR7 agonist -3, mcGAS inh 6 and hcGAS lum 1.
CCCCCC(=O)N1CCC(=O)N(CCOC)C[C@H]2COc3c(OCC)cccc3[C@H]21 was read as NPYLR7 agonist 6, mcGAS inh -6 and hcGAS lum -6.
`C=CCNC(=O)NC(=O)COc1ncnc2c(Cl)cc(Cl)cc12` gave NPYLR7 agonist 7 and hcGAS lum -4.
For O=C(/C=C/c1cccnc1)N1CCC2(CCCN(Cc3ccccc3F)C2)C1 (stereo unspecified) the results were NPYLR7 agonist 13 and hcGAS lum -9.
CC(C)c1nc(C(=O)N(C)CC2CCCN(CCc3ccc(Cl)cc3)C2)cs1 (stereo unspecified) was read as NPYLR7 agonist 17, mcGAS inh -10 and hcGAS lum -10.
Screening Cc1ncsc1C(=O)NC1CC(=O)N(Cc2ccccc2Cl)C1 (stereo unspecified) returned NPYLR7 agonist 21, mcGAS inh -11 and hcGAS lum -11.
For O=C(CSc1nc2ccccc2s1)N/N=C\c1ccc([N+](=O)[O-])o1 the results were NPYLR7 agonist -1, mcGAS inh -4 and hcGAS lum -3.
COc1ccccc1NC(=O)N1CCC(C(=O)N2CCCCC2)CC1 was read as NPYLR7 agonist 1 and hcGAS lum -6.
Screening Cc1ccc(N2C(=O)C3C4CC(=O)C(CC4=O)C3C2=O)cc1 (stereo unspecified) returned NPYLR7 agonist 6 and hcGAS lum -4.
Screening O=C(NCC(F)(F)F)N/N=C1\CCCOc2ccc(Br)cc21 returned NPYLR7 agonist -4 and hcGAS lum 1.
Screening Cc1csc(NC(=O)CN2CCN(c3ncccn3)CC2)c1C#N returned NPYLR7 agonist -6, mcGAS inh -8 and hcGAS lum -4.
Screening COCCN(Cc1ccccc1OS(=O)(=O)c1ccc(OC)cc1)C(=O)COC returned NPYLR7 agonist 3, mcGAS inh -3 and hcGAS lum 3.
COCCN(CC(=O)N(CCc1c[nH]c2ccccc12)Cc1ccccc1OC)S(=O)(=O)c1cccc(C(F)(F)F)c1 was read as NPYLR7 agonist 16, mcGAS inh -7 and hcGAS lum -9.
For O=C(Nc1ccc(-c2nc3ccccc3o2)cc1)C1CCC1 the results were NPYLR7 agonist -4, mcGAS inh -5 and hcGAS lum -7.
`CCOc1ccc(NC(=O)NCCC(=O)N2CCC(C(=O)NCc3cccc(OC)c3)CC2)cc1` gave NPYLR7 agonist -2, mcGAS inh -7 and hcGAS lum -8.
Screening O=C(CSc1ccc2ccccc2n1)NNC(=O)c1ccc(Cl)cc1 returned NPYLR7 agonist -1, mcGAS inh -6 and hcGAS lum -7.
O=C(NCC(=O)N1CCN(S(=O)(=O)c2ccc(Br)cc2)CC1)c1cccs1 was read as NPYLR7 agonist -1 and hcGAS lum -5.
For CCOc1ccccc1NS(=O)(=O)c1c(C)n(C)c(=O)n(C)c1=O the results were NPYLR7 agonist 0, mcGAS inh -5 and hcGAS lum -1.
CC(NC(=O)c1ccc(-n2cccc2)c(F)c1)C(=O)N1CCOCC1 (stereo unspecified) was read as NPYLR7 agonist 0 and hcGAS lum -8.
`CCc1ccc(S(=O)(=O)NCc2nnnn2-c2cccc(F)c2)s1` gave NPYLR7 agonist 3, mcGAS inh -7 and hcGAS lum -6.
For CCc1[nH]c2ccc(CNC(=O)C3CCCN(C(N)=O)C3)cc2c1C (stereo unspecified) the results were NPYLR7 agonist 7 and hcGAS lum -10.
`CCNC(=O)[C@@H]1C[C@H](n2cc(CN(CC)CC)nn2)CN1` gave NPYLR7 agonist 6 and hcGAS lum -4.
Screening CC(C)c1nc(N(C)S(C)(=O)=O)nc(-c2ccc(F)cc2)c1C=CC(O)CC(O)CC(=O)O (stereo unspecified) returned NPYLR7 agonist -5, mcGAS inh -11 and hcGAS lum -10.
`O=C(CN1CCc2ccccc21)Nc1cc(Cl)c(Cl)cc1Cl` gave NPYLR7 agonist -3 and hcGAS lum -9.
Screening Cc1cccc(C)c1NC(=O)CNC(=O)CSc1nnc(-c2ccc[nH]2)o1 returned NPYLR7 agonist -6, mcGAS inh -6 and hcGAS lum -3.
For CNC(=O)[C@@H]1C[C@@H](N)CN1C(=O)c1ccoc1COc1ccc(C)cc1 the results were NPYLR7 agonist 0 and hcGAS lum 3.
`CCC(=O)N1CCN(C(=O)c2cn(CCCOC)cc3c(=O)n(-c4ccccc4)nc2-3)CC1` gave NPYLR7 agonist -1, mcGAS inh 0 and hcGAS lum 2.
COc1ccc(CN2C(=O)CSC2=Nc2cccc(Cl)c2C)cc1OC was read as NPYLR7 agonist -3 and hcGAS lum -9.
`CCCCOc1ccc(S(=O)(=O)NC(=O)C2(C)CCN2C(=O)C/C=C/c2ccccc2)cc1` (stereo unspecified) gave NPYLR7 agonist 5 and hcGAS lum -4.
For CCOC(=O)C1CCCN(c2cc(=O)n(C3CCCCC3)c(=O)[nH]2)C1 (stereo unspecified) the results were NPYLR7 agonist 1 and hcGAS lum -10.
Screening O=C(N1CCN(Cc2nnnn2-c2ccc(Cl)cc2)CC1)C12CC3CC(CC(C3)C1)C2 returned NPYLR7 agonist -1, mcGAS inh -10 and hcGAS lum -5.
Screening N#Cc1c(Cl)nsc1NCCCCN1CCCCC1=O returned NPYLR7 agonist 9 and hcGAS lum 3.
For N#CCCn1cc(C(=O)Nc2nccs2)c(-c2cc3ccccc3o2)n1 the results were NPYLR7 agonist -4 and hcGAS lum -4.
For Cc1cccc(C(=O)Nc2ccc3sc(C)nc3c2)c1 the results were NPYLR7 agonist -9 and hcGAS lum -10.
Screening c1ccc(-c2ncn(CCCOc3cccnc3)c2-c2ncc[nH]2)cc1 returned NPYLR7 agonist 2 and hcGAS lum -1.
O=C(NCCCN1CCOCC1)C(C1CCCC1)N1CCN(C(=O)CCc2ccccc2)CC1 (stereo unspecified) was read as NPYLR7 agonist -3, mcGAS inh -5 and hcGAS lum -6.
Screening CCOC(=O)Cn1c(=NC(=O)c2ccn(CC)n2)sc2cc(S(C)(=O)=O)ccc21 returned NPYLR7 agonist -2 and hcGAS lum -2.
`COCC(=O)Nc1ccccc1C(=O)N1CC(C)CC(C)C1` (stereo unspecified) gave NPYLR7 agonist 4 and hcGAS lum -12.
For O=C(CSc1ccc2nnc(-c3cccnc3)n2n1)Nc1ccc2c(c1)OCCO2 the results were NPYLR7 agonist 1, mcGAS inh -7 and hcGAS lum -8.
Screening COCC(=O)N1CCC(Oc2ccccc2C(=O)NCc2ncc(C)[nH]2)CC1 returned NPYLR7 agonist 1 and hcGAS lum -9.
Screening CC(C)(C)CN(c1cccnc1)S(=O)(=O)c1ccc(C(N)=O)cc1 returned NPYLR7 agonist 2, mcGAS inh -16 and hcGAS lum -9.
CC(=O)Nc1ccc(NC(=O)CCCn2nc(-c3ccc(C)cc3)ccc2=O)cc1 was read as NPYLR7 agonist -9, mcGAS inh -7 and hcGAS lum -1.
Screening COc1ccc(Cl)cc1C(=O)Oc1coc(CSc2nc(C)cc(C)n2)cc1=O returned NPYLR7 agonist -15, mcGAS inh 16 and hcGAS lum 3.
Screening COc1ccc(-c2c(NC(=O)C(C)C)oc3c(C)cccc3c2=O)cc1OC returned NPYLR7 agonist 2 and hcGAS lum 1.
CN(C)c1ccc(NC(=O)c2cccs2)cc1CN(Cc1ccc(F)cc1)S(=O)(=O)c1ccc(F)cc1 was read as NPYLR7 agonist 36, mcGAS inh -4 and hcGAS lum -4.
COc1ccc(C2CC(c3ccc(F)cc3)=Nc3nnnn32)c(OC)c1 (stereo unspecified) was read as NPYLR7 agonist 11 and hcGAS lum -5.
NS(=O)(=O)c1ccc2c3c(cccc13)C(=O)N2 was read as NPYLR7 agonist 4, mcGAS inh -2 and hcGAS lum -5.
For Cc1noc(C)c1CC(=O)N1CCN(C(=O)c2ccco2)CC1 the results were NPYLR7 agonist 3 and hcGAS lum -5.
Screening CC1(C(=O)Nc2ccc3c(c2)OCCO3)CCN1C(=O)CC(c1ccccc1)c1ccccc1 (stereo unspecified) returned NPYLR7 agonist 9, mcGAS inh -6 and hcGAS lum -8.
`CNC(=O)CN(C(=O)CC(C)(C)C)[C@@H]1C[C@@H]2CO[C@H](C(C)C)C[C@@H]2C1` gave NPYLR7 agonist 26, mcGAS inh -7 and hcGAS lum -3.
`CS(=O)(=O)CCOc1cccc(NC(=O)NCc2ccco2)c1` gave NPYLR7 agonist 3, mcGAS inh -14 and hcGAS lum -7.
CC(C)COc1nc(-c2ccc(C(F)(F)F)cc2)n(-c2ccc(NC(=O)c3cccc([N+](=O)[O-])c3)cc2)n1 was read as NPYLR7 agonist 2, mcGAS inh -3 and hcGAS lum -1.
Screening COc1ccc(-c2cc(C(=O)NC(c3ccccc3)c3ccccc3)n3nc(C(C)(C)C)cc3n2)cc1 returned NPYLR7 agonist -6, mcGAS inh 0 and hcGAS lum 0.
For O=C(CCC1CCN(C(=O)CN2CCOC2=O)CC1)Nc1ccc2c(c1)OCCO2 the results were NPYLR7 agonist 14 and hcGAS lum -7.
`COCCCN(CC(=O)N(CCc1c[nH]c2ccccc12)Cc1ccccc1)S(=O)(=O)c1ccc(NC(C)=O)cc1` gave mcGAS inh 0 and hcGAS lum 7.
Cc1nc(-c2cccc(F)c2)nc(N2CCN(C(=O)COCc3ccccc3)CC2)c1Cc1ccccc1 was read as mcGAS inh -10 and hcGAS lum -10.
Clc1ccccc1-c1ncc2ccccn12 was read as NPYLR7 agonist 2 and hcGAS lum 5.
For COC(=O)C(Nc1cc(Cl)ncn1)C(C)C (stereo unspecified) the results were NPYLR7 agonist 18, mcGAS inh -7 and hcGAS lum -4.
CCOc1ccc(S(=O)(=O)n2cccn2)c2ccccc12 was read as NPYLR7 agonist -2, mcGAS inh -2 and hcGAS lum -3.
Screening Cc1ccc(/C=C/C(=O)N(C)C(C)c2cccc(S(N)(=O)=O)c2)o1 (stereo unspecified) returned NPYLR7 agonist 4 and hcGAS lum 0.
For Cc1cc(Br)cc2c(N=Nc3ncccn3)c(O)[nH]c12 the results were NPYLR7 agonist 7, mcGAS inh -12 and hcGAS lum -4.
For Cn1cnnc1CC1CCCNC1 (stereo unspecified) the results were mcGAS inh -4 and hcGAS lum -8.
Cc1ccc(N(CC(=O)N2CCNC(=O)C2)Cc2ccco2)cc1 was read as NPYLR7 agonist -2, mcGAS inh -11 and hcGAS lum -5.
COc1cccc(COc2cn(C)c(C(N)=O)cc2=O)c1 was read as NPYLR7 agonist 2 and hcGAS lum -14.
CNC(=O)c1cnc(/C=C/c2csc(-c3ccsc3)n2)[nH]c1=O was read as NPYLR7 agonist 67* and hcGAS lum 2.
`CCCCCc1ccc(C(=O)N(Cc2ccc(OC)c(OS(=O)(=O)c3cccc(C(F)(F)F)c3)c2)CC(C)C)cc1` gave mcGAS inh -1 and hcGAS lum 3.

Of the compounds above, five have a CF3 group.
Cn1ncc(CN)c1C(F)(F)F was read as NPYLR7 agonist 20 and hcGAS lum -4.
Screening O=C(NCC(F)(F)F)N/N=C1\CCCOc2ccc(Br)cc21 returned NPYLR7 agonist -4 and hcGAS lum 1.
COCCN(CC(=O)N(CCc1c[nH]c2ccccc12)Cc1ccccc1OC)S(=O)(=O)c1cccc(C(F)(F)F)c1 was read as NPYLR7 agonist 16, mcGAS inh -7 and hcGAS lum -9.
CC(C)COc1nc(-c2ccc(C(F)(F)F)cc2)n(-c2ccc(NC(=O)c3cccc([N+](=O)[O-])c3)cc2)n1 was read as NPYLR7 agonist 2, mcGAS inh -3 and hcGAS lum -1.
`CCCCCc1ccc(C(=O)N(Cc2ccc(OC)c(OS(=O)(=O)c3cccc(C(F)(F)F)c3)c2)CC(C)C)cc1` gave mcGAS inh -1 and hcGAS lum 3.
